Screens deposited in PubChem BioAssay by National Center for Advancing Translational Sciences (NCATS).
HTT aggregate = mutant huntingtin aggregation inhibition; PC12 HttQ103-GFP aggregates, Acumen cytometry, 40 h; Potency, µM (doses to about 46.1 µM), for the others: at the top dose activity change, negative = inhibition, hits mostly inhibitors; AID 1688; 1.1% of 220,000 active; further: potency means the concentration at half of the fitted maximal effect; on the % scale 0 is the no-effect control and ±100 the full control effect; nearly all actives have a fitted effect of over 60% in size
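Aggregates are detected as GFP objects 1–25 µm with signal 6 STDEV over background in lysates of induced PC12 cells. These carry Huntingtin exon 1 with 103 glutamines fused to GFP under an ecdysone promoter; compounds titrated.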
GAA inh = alpha-glucosidase (human) inhibition; P10253; purified human GAA, 4-MU-alpha-glucoside fluorescence; Potency, µM (titrated, usually from 76.9 µM), for the others: at the highest dose activity change, negative = inhibition, hits mostly inhibitors; 0.005% of 200,000 active;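 further: potency means the concentration at half of the fitted maximal effect; plate controls were uninhibited enzyme wells for no effect and no-enzyme background for full effect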
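Human alpha-glucosidase, 4 nM, pre-mixed with test compounds before 400 uM 4-methylumbelliferyl substrate; 20 min room temperature at pH 5.0. Fluorescence read after pH 10 stop; AC50 values from Hill-equation fits.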
HTT ATP protect = Huntington cell model cytoprotection by ATP luminescence. AID 1471. 0.14% of 230,000 active. PC12 HTT-Q103 induced, cytoprotection, ATP luminescence, 40 h. Potency, µM (doses to about 56.4 µM), for the others: cytoprotection (ATP increase), usual class: activators;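 further: potency means the concentration at half of the fitted maximal effect; % of control where 0% means no effect; nearly all actives have a fitted effect of over 45% in size; toxic huntingtin expression switched on by the ecdysone agonist tebufenozide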
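Quantitative HTS on tebufenozide-induced (100 nM) PC12 cells expressing HTTQ103 exon 1–GFP; compounds tested as a concentration series; survival measured via cellular ATP.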
LMNA splice mod = changes lamin A minigene splicing in HeLa cells; HeLa LMNA splicing GFP/RFP minigene ratio, 48 h; Potency, µM (titrated, usually from 46.1 µM), for inactives: top-dose ratio change, negative = inhibition, usual class: inhibitors; 0.01% of 200,000 active; AID 1487; active means well fitted inhibition curve with a large enough effect in the signal ratio, with a control signal flat, not every such curve was filed as active; inconclusive means small, poorly fitted or top-dose-only effect, or effect the other way, or a change in a side signal; the % refers to the signal ratio; further: potency means the concentration at half of the fitted maximal effect; on the % scale 0 is the no-effect control and ±100 the full control effect
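S3 HeLa stable clones carrying a lamin A-EGFP splicing minigene plus DsRed2 were seeded at 600 cells/well in Opti-MEM with 2% FBS, pin-dosed and incubated 48 h at 37°C. Acumen cytometry (488 nm) gave the GFP/RFP total-intensity ratio.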
GAA spleen mod = lysosomal alpha-glucosidase (human) modulation; human spleen homogenate, 4-MU-alpha-glucoside fluorescence; Potency, µM (doses to about 79.9 µM), without a hit: at the highest dose activity change, negative = inhibition, actives largely listed as inhibitors; 0.006% of 240,000 active;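 further: potency means the concentration at half of the fitted maximal effect; 0% = enzyme with vehicle and -100% = no enzyme basal signal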
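AC50 values come from Hill-equation fits of concentration-response data, normalized to no-enzyme and full-activity controls. Enzyme source: 1 ug human spleen homogenate; 1 mM fluorogenic 4-MU glucoside, pH 5.0 citrate buffer, 37 C, 40 min.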
CBFb RUNX1 block = CBF-beta/RUNX1 interaction disruption. Q01196+Q13951. AlphaScreen CBFb-His/RUNX1-biotin binding, biochemical. Potency, µM (doses to about 59.8 µM), for the others: at the top dose activity, negative = inhibition, most hits filed as inhibitors. 230,000 tested, under 10 active; further: % of control where 0% means no effect
Target sequence (Q01196 whole entry, looked up): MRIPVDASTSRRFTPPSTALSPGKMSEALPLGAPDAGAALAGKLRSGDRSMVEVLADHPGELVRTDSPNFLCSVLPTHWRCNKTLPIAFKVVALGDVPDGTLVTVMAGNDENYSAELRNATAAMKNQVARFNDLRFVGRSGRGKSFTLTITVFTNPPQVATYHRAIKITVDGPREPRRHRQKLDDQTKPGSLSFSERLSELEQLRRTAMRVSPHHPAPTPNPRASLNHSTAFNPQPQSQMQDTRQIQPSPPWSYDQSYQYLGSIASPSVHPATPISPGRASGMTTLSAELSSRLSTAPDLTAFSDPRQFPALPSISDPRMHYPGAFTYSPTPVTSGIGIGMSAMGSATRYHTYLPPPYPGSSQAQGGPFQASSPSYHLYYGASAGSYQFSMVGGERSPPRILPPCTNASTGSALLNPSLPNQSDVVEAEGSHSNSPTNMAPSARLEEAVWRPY
Target sequence (Q13951 whole entry, looked up): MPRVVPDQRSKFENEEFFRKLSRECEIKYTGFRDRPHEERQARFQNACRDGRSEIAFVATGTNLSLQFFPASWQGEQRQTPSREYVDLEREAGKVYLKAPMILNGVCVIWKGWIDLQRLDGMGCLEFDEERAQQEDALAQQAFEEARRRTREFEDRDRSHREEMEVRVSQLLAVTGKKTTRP
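Proteins preincubated together for 20 min at RT before compound addition; 15 min later, nickel and streptavidin beads were added and left 90 min prior to AlphaScreen measurement.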
GAA glycogen = GAA glycogen-cleavage inhibition or activation; P10253; Potency, µM (titrated, usually from 76.4 µM), for inactives: top-dose activity change, negative = inhibition, usual class: inhibitors; 0.38% of 300,000 active; recombinant GAA, glycogen substrate, Amplex Red glucose oxidase fluorescence; AID 2100;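 further: potency means the concentration at half of the fitted maximal effect; 0% = full enzyme reaction and -100% = no-enzyme basal signal; the screen sought inhibitors and activators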
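Recombinant human enzyme (4 nM); glycogen substrate; 37 C, 40 min, pH 5.0. Readout: coupled glucose oxidase/Amplex Red fluorescence.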
* marks the source's active call; other numbers are inactive results; ? = inconclusive; nt = no result given; & = joins results of further samples; [ ] = remark or other dose. Unless noted, the call rests on the fitted dose curve; in most records, active means well fitted curve in the direction sought with a large enough effect; inconclusive means small, poorly fitted or top-dose-only effect, or another doubt; inactive means no such curve, though single readings can be large; an effect the other way counts as inactive or inconclusive. Compounds as they come, and some 1.5% of all compounds hit somewhere here.

no. | mol | CBFb RUNX1 block | LMNA splice mod | HTT aggregate | GAA spleen mod | HTT ATP protect | GAA glycogen | GAA inh
1 | COc1ccc(OC)c(/C(O)=C/C(=O)C(=O)Nc2cc(C)ccc2OC)c1 | -2% | -8% | 6%[9.22 µM] | -5% | 9% | -8% | -4%
2 | COC(=O)c1ccc(OCC(=O)Nc2nn(-c3ccccc3)nc2C(N)=O)cc1 | 1% | 1% | ? | -6% | 5% | 3% | 0%
3 | O=C(O)c1cccc(NC2=C(N3CCOCC3)C(=O)c3ccccc3C2=O)c1 | 0% | nt | -6%[9.22 µM] | 5% | 5%[10 µM] | -5% | nt
4 | Cc1ccc(S(=O)(=O)N(C)C)cc1NC(=O)COC(=O)c1ccc2c(c1)OCO2 | -4% | -10% | 24% | 1% | 6%[10 µM] | -4% | 1%
5 | CC1CC(C)CN(C(=O)CNS(=O)(=O)c2ccc(Br)s2)C1 (centres undefined) | 3% | -8% | 18% | -8% | 27% | 4% | 0%
6 | Cc1cc(C)c(NC(=O)c2ccc(S(=O)(=O)N3CCOCC3)cc2)c(C)c1 | 3% | -9% | -18% | -16% | 6% | -1% | 6%
7 | Cc1cccc(OCC(=O)Nc2cc(C)c(C)cc2O)c1 | 8% | ? | -28% | 0% | 16%[10 µM] | ? | 4%
8 | Cn1c(NC(=S)Nc2ccccc2)nc2ccccc21 | -9% | -24% | 3% | -19% | 13%[10 µM] | -9% | ?
9 | COc1ccc(O)c(-c2cc(-c3cccs3)[nH]n2)c1 | -5% | -4% | -24% | 2% | -26%[10 µM] | 40µM* | -10%
10 | O=C(Nc1scc(-c2cccs2)c1C(=O)O)c1cccs1 | -1% | ? | -21% | -4% | -24% | 3% | -2%
11 | COc1ccc(OC)c(NC(=O)c2ccc(CN(c3cc(Cl)ccc3C)S(=O)(=O)c3ccccc3)cc2)c1 | -2% | 5% | 23% | -8% | -11% | 1% | 0%
12 | O=C1C=C(NCc2ccccc2)c2ccccc2C1=O | 1% | ? | -23%[9.22 µM] | 11% | -42%[10 µM] | 10% | 2%
13 | CC1CCN(c2c(NCc3ccc(C(=O)N4c5ccccc5CC4C)cc3)c(=O)c2=O)CC1 (centres undefined) | -5% | ? | -26% | -4% | 2% | -7% | ?
14 | Cc1ccc(S(=O)(=O)N(Cc2cc3ccc(C)cc3[nH]c2=O)c2ccccc2)cc1 | 6% | nt | 3%[9.22 µM] | 9% | -11%[10 µM] | -2% | nt
15 | CC(=O)c1ccc(N2Cc3ccccc3C2=NC(=O)c2cccs2)cc1 | 1% | -9% | 17% | 5% | -34%[10 µM] | 10% | -7%
16 | O=C(Nc1ccccc1)C(Cc1ccccc1)NC(=O)C12CC3CC(CC(C3)C1)C2 (centres undefined) | 2% | -12% | -12% | -5% | 17% | 10% | 9%
17 | CC(=O)NC(Cc1cccc(C)c1)C(=O)NC1CCN(c2ncccc2[N+](=O)[O-])CC1 (centres undefined) | -1% | -17% | 25% | -5% | 5%[10 µM] | 2% | -1%
18 | O=C(NCCc1ccc(Cl)cc1)C1CCCN(S(=O)(=O)c2cnc[nH]2)C1 (centres undefined) | -3% | 14% | 3% | 4% | -1% | 3% | -4%
19 | CCCc1cc2c(n1CCc1ccc(Cl)cc1)C(C)C1CN(C(=O)c3ccccc3)C(C)(C(=O)OC)C21 (centres undefined) | -5% | nt | nt | 0% | -3% | nt | nt
20 | COc1ccccc1CN(Cc1cc2cc(C)cc(C)c2[nH]c1=O)Cc1nnnn1CC1CCCO1 (centres undefined) | -4% | 15% | -20% | 1% | -20%[10 µM] | 2% | -4%
21 | CN1CCCN(C(c2ccccc2)c2ccc(Cl)cc2)CC1 (centres undefined) | 10%&0% | ? | -30%&-43% | 3%&0% | -37%[inhibitor] | 5% | -5%[15.4 µM]
22 | CN(C)c1ccc(C(=O)N/N=C/c2cc(Br)cc(Br)c2O)cc1 | 5% | nt | -23%[9.22 µM] | -14% | 29%[10 µM] | 3% | nt
23 | Nc1c(C(=O)N/N=C/c2ccccc2Cl)oc2nc(-c3ccccc3)cc(-c3ccco3)c12 | -17% | nt | -23%[9.22 µM] | 2% | -11%[10 µM] | 1% | nt
24 | COc1ccc(CN(C)CC(=O)Nc2c(C)cccc2C)c(OC)c1 | 1% | nt | ? | -1% | -2%[10 µM] | 5% | 5%
25 | COc1ccccc1OCc1nc(C#N)c(N2CC(C)CC(C)C2)o1 (centres undefined) | -30% | ? | 1% | 7% | -6% | -10% | ?
26 | Nc1nc(-c2ccccc2)cc(-c2ccccc2O)n1 | -8% | ? | 29% | -3% | -30% | -17% | -1%
27 | CCOC(=O)C1CCN(C(=O)c2c(-c3c(Cl)cccc3Cl)noc2C)CC1 | 6% | 3% | 11% | 4% | 13% | 1% | 4%
28 | C#CCOCCOCCOCCNc1nc(N2CCN(C(=O)[C@H]([C@@H](C)O)n3cc(CCCCN)nn3)CC2)nc(N2CCN(C(=O)[C@H]([C@@H](C)CC)n3cc(CCCN=C(N)N)nn3)CC2)n1 | 11%[2.36 µM] | -2% | -24% | 0% | nt | 5% | -2%
29 | CCCn1c2ccccc2c2nnc(SC(CC)C(=O)Nc3cc(C)on3)nc21 (centres undefined) | 0% | ? | 8% | -4% | 13%[1.9 µM] | -14% | -1%
30 | CN1CCN(C(=O)c2ccc(Oc3ccc([N+](=O)[O-])cc3)cc2)CC1 | 25% | nt | 0% | 4% | nt | 1% | 0%
31 | COc1cc(CC(=O)OCC(=O)Nc2cccc([N+](=O)[O-])c2)cc(OC)c1OC | 3% | -9% | -14% | 1% | -9%[10 µM] | 8% | 4%
32 | COc1cccc(C(C(=O)NCC2CCCO2)N(CC2CCCO2)C(=O)CN2C(=O)c3ccccc3S2(=O)=O)c1 (centres undefined) | 10% | 1%[46 µM] | 0%[9.22 µM] | 0% | 10%[10 µM] | 16% | 0%
33 | CCn1c(SCC(=O)NCCc2ccccc2)nc2sc3c(c2c1=O)CCN(C)C3 | -9% | nt | -4%[9.22 µM] | -2% | 13%[10 µM] | ? | 5%
34 | O=C(Nc1ccc(Oc2cccc(C(F)(F)F)c2)nc1)c1ccco1 | 21% | nt | -15%[9.22 µM] | -2% | 5%[10 µM] | 1% | -4%
35 | Cc1cccc(/C=N/n2c(-c3ccccn3)n[nH]c2=S)c1 | nt | 2% | ? | -12% | 6%[10 µM] | -9% | -4%
36 | COCCn1c(=O)c(-c2cn(C)c3ccccc23)nc2cnc(OCc3ccccc3)nc21 | nt | ? | nt | -8% | 19% | nt | nt
37 | O=C(CN1CCCCC1)Nc1cccc2c1OCO2 | 5% | ? | -2% | -13% | 8% | -10% | -2%
38 | O=C(N/N=C\c1cc(Br)cs1)c1ccncc1 | -6% | nt | -21%[9.22 µM] | 1% | -21%[10 µM] | -5% | nt
39 | COC(=O)c1c(NC(=O)CSc2nnc(-c3ccco3)n2C)sc(C)c1C | -2% | -3% | -3% | 3% | -4%[1.9 µM] | 1% | 3%
40 | COc1ccccc1Nc1ccc(Nc2ccccc2OC)nn1 | -19% | -19% | 1% | 8% | -7%[10 µM] | -21% | ?
41 | O=C(CSc1nc(C2CC2)nc2ccccc12)NCc1ccc2c(c1)OCO2 | -3% | 2% | 0% | ? | -23% | 0% | -3%
42 | CN1CCC(=NNC(=O)C(=O)NCc2ccccc2)CC1 | 8% | -13% | 1% | 14% | 5%[10 µM] | -6% | -2%
43 | CCC(=O)Oc1ccc(C(=O)Nc2ccc3c(c2)OCO3)cc1 | 3% | nt | 9%[9.22 µM] | 4% | -167%[inhibitor] | 13% | -4%
44 | COc1ccc(CCNC(=O)CCN2C(=O)COc3ccc(C)cc32)cc1OC | -2% | -8% | -3% | 0% | 30% | -1% | 0%
45 | CCS(=O)(=O)N1CCC(c2nc(-c3ccc(C(F)(F)F)cc3)no2)CC1 | 10% | ? | 11µM* | 1% | -38%[inhibitor] | -5% | ?
46 | O=C1c2c(O)cc(O)cc2O[C@H](c2ccc(O)c(O)c2)[C@H]1O | ? | nt | nt | -11% | nt | ? | 0%[15.4 µM]
47 | Cc1ncoc1C(=O)Nc1ncc([N+](=O)[O-])s1 | -9% | ? | 6% | nt | -45%[inhibitor] | -6% | -9%
48 | C=C1CCN([C@H](C(=O)NCc2ccc(Cl)c(Cl)c2)C(C)C)S(=O)(=O)c2ccccc21 | 15% | nt | -5%[9.22 µM] | 2% | 22%[10 µM] | -2% | nt
49 | CCC(CC)C(=O)Nc1ccc(C)c(O)c1 | -2% | 12% | 5% | -3% | 10% | 10% | ?
50 | COc1ccc(-n2cc(-c3ccccc3)[nH]c2=S)cc1 | -19% | -8% | 23% | 5% | 23%[10 µM] | ? | -12%
51 | C=CCN=C1CC(C)(C)CC(=O)/C1=C(/O)CCC(=O)OC | 6% | 8% | -14% | -4% | -23% | -6% | 4%
52 | Cc1cnc(NC(=O)CSc2nnc(Cc3ccccc3)n2C)s1 | 10% | 0% | -12% | 6% | -13% | 4% | 2%
53 | CCCn1c(=O)c(C(=O)NNS(=O)(=O)c2ccc(Cl)cc2)c(O)c2ccccc21 | -5% | ? | 14µM* | 9% | -7%[10 µM] | 1% | -3%
54 | CC(C)=N/N=C(/c1ccc([N+](=O)[O-])cc1)C12CN3CN(CN(C3)C1)C2 | 3% | nt | 3% | -2% | -13% | 2% | 0%
55 | Cc1ccccc1C1c2[nH]c3ccccc3c2CCN1C(=O)c1ccc(=O)n(C)n1 (centres undefined) | -15% | nt | 5% | 10% | -19% | -15% | -3%
56 | COc1ccccc1C1(CCNC(C)c2cccs2)CCOC(C(C)C)C1 (centres undefined) | 13% | nt | 10%[9.22 µM] | -10% | 20%[10 µM] | 2% | -11%
57 | Cc1ccccc1C(=O)Oc1cc(N)n(S(C)(=O)=O)n1 | 7% | nt | ? | -10% | -2% | -5% | -2%
58 | Cc1cccc(NC(=S)NCC(c2ccccc2)N(C)C)c1 (centres undefined) | -8% | nt | -3% | 1% | 6% | 4% | 0%

Single records (already shown).
CC(C)=N/N=C(/c1ccc([N+](=O)[O-])cc1)C12CN3CN(CN(C3)C1)C2 as listed: CBFb RUNX1 block: 3%; LMNA splice mod: nt; HTT aggregate: 3%; GAA spleen mod: -2%; HTT ATP protect: -13%; GAA glycogen: 2%; GAA inh: 0%
COc1cc(CC(=O)OCC(=O)Nc2cccc([N+](=O)[O-])c2)cc(OC)c1OC as listed: CBFb RUNX1 block: 3%; LMNA splice mod: -9%; HTT aggregate: -14%; GAA spleen mod: 1%; HTT ATP protect: -9%[10 µM]; GAA glycogen: 8%; GAA inh: 4%
